A3A deaminase: blocks human APOBEC3A ssDNA deamination; P31941; recombinant A3A, FAM/TAMRA ssDNA deamination fluorescence; inhibition, % at 20 µM; 330,000 tested, 0.41% active;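 active = at least 40% inhibition at 20 µM here, with at most 30% in a related deaminase screen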;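 also: plate controls were A3A with DMSO for no effect and wells lacking A3A enzyme for full effect; some results filed as inactive read as strong as hits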
Target sequence (P31941 whole entry, looked up): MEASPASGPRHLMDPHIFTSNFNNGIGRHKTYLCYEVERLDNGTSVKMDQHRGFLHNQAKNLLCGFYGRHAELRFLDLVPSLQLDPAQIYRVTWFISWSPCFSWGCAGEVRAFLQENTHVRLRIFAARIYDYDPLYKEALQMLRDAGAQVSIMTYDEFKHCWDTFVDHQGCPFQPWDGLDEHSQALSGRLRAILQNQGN
hIAP act: human IAP activation; purified human IAP, CDP-Star luminescence, 30 min; stronger effect = higher value; 1 = vehicle-only enzyme, 0 = enzyme-free background; 330,000 tested, 0.16% active; P09923; activation factor at 10 µM;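 active = activation factor of the enzyme at least 2-fold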; also: the source names both 10 and 20 µM as test concentration; values of inactives mirror those of a sister screen read the other way
hIAP block: human IAP inhibition; purified IAP, CDP-Star luminescence, 30 min; 330,000 tested, 0.12% active; P09923; inhibition, % at 10 µM;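 active = inhibition reaching a set limit with compound at 10 µM in the primary screen, cut at about 35% in these data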;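 also: plate controls were DMSO wells with enzyme for no effect and no-enzyme buffer wells for full effect; values of inactives mirror those of a sister screen read the other way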
HKDC1 inhibitor: inhibitors of human hexokinase HKDC1; Q2TB90; recombinant HKDC1, G6PDH/diaphorase resazurin coupled fluorescence; inhibition, % at 20 µM; 340,000 tested, 0.16% active; AID 493160;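 active = inhibition above about 35% when tested at 20 µM, limit read from the data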;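 also: plate controls were DMSO wells with enzyme for no effect and DMSO wells lacking enzyme for full effect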
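Test system: recombinant HKDC1 (HK5) hexokinase enzyme, produced in-house; Amount: enzyme 5 µg/mL final; Buffer or medium: Tris pH 8.0 buffer with MgCl2, Tween-20, BSA, BME; Reagent: glucose and ATP substrates; Doses: 20 µM test compound, 1% DMSO; Incubation: 90 min reaction incubation at room temperature, dark; Detection: resorufin fluorescence at 613 nm.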
ATG4B inhibitor: ATG4B (human) cysteine protease inhibition; Q9Y4P1; ATG4B cleavage of LC3-PLA2, NBD-HPC fluorescence, 1 h; inhibition, % at 8.33 µM; 340,000 tested, 0.51% active; AID 504462; in the data active = inhibition above about 40%
Target sequence (Q9Y4P1 whole entry, looked up): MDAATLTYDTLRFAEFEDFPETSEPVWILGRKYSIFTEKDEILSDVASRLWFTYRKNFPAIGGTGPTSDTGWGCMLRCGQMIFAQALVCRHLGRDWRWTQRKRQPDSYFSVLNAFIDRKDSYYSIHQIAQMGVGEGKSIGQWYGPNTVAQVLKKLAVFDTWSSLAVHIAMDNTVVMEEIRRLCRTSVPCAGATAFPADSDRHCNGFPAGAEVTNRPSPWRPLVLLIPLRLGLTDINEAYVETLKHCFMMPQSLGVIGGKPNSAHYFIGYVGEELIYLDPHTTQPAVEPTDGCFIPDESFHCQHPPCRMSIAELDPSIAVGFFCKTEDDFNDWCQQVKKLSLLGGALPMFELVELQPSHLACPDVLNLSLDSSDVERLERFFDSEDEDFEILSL
PfG6PD inh: PfG6PD (Plasmodium falciparum) enzyme inhibition; AID 504690; inhibition, % at 20 µM; PfGluPho enzyme, NADPH resazurin-diaphorase fluorescence; 350,000 tested, 0.78% active;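 active = inhibition reaching at least a set limit at 20 µM in the primary screen, cut at about 59% in these data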;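 also: 0% = DMSO wells with substrate and 100% = DMSO wells lacking glucose-6-phosphate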
mIAP block: blocks mouse intestinal alkaline phosphatase; inhibition, % at 10 µM; purified mouse IAP, CDP-Star luminescence, 30 min; 330,000 tested, 0.2% active;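 active = inhibition of at least 40% at 10 µM in the primary screen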;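 also: plate controls were DMSO with enzyme for no effect and no enzyme wells for full effect; values of inactives mirror those of a sister screen read the other way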
mIAP act: mouse IAP activation; muIAP, CDP-Star luminescence, 30 min; stronger effect = higher value; 1 = vehicle-only enzyme signal, 0 = enzyme-free wells; activation factor at 10 µM; 330,000 tested, 0.24% active; AID 2805;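 active = activation factor of at least 2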; also: the source names both 10 and 20 µM as test concentration; values of inactives mirror those of a sister screen read the other way
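also added = chemiluminescent substrate CDP-Star | test system = mouse IAP enzyme | signal = chemiluminescence readout | compound = DMSO-dissolved test compounds | incubation = 30 min at room temperature | benchmarks = DMSO wells, no-enzyme wells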
An asterisk follows results filed as active; nt = not tested or not shown.

Below each SMILES: A3A deaminase, hIAP act, hIAP block, HKDC1 inhibitor, ATG4B inhibitor, PfG6PD inh, mIAP block, mIAP act
- CC(NC(=O)c1ccc(Br)o1)c1ccccc1 (stereo not given)
  0, 0.89, 11, 1, 5, -4, -3, 1
- COc1ccc(S(=O)(=O)CCC(=O)Nc2c(C)cccc2C)cc1
  -1, 0.99, 1, -7, -4, 13, 2, 0.98
- NS(=O)(=O)c1ccc(CCNS(=O)(=O)Cc2ccc(Cl)cc2)cc1
  -2, 1.3, -29, -5, 0, 4, 0, 1
- COC(=O)c1nonc1NCn1nnc2ccccc21
  6, 1.1, -6, -5, 0, 1, -10, 1.1
- NC(=O)COc1ccc2cc(-c3ccc(F)cc3)c(=O)oc2c1
  -2, 1.2, -22, 4, 4, -7, 4, 0.96
- Nc1c(-c2cccc([N+](=O)[O-])c2)nc2ccccn12
  -4, 0.99, 1, -3, -3, 40, 5, 0.95
- S=C(Nc1ccc(Oc2ccccc2)cc1)N1CCOCC1
  -5, 0.96, 4, -3, -4, 5, 0, 1
- CCc1nnc(NS(=O)(=O)c2ccc(Nc3ccc([N+](=O)[O-])c4nonc34)cc2)s1
  2, 0.69, 31, 12, 13, -18, 21, 0.79
- O=[N+]([O-])c1ccccc1/C=C/CN1CCSCC1
  -4, 1.1, -11, -3, 4, -4, -6, 1.1
- Cn1c(Cn2c(=O)sc3ccccc32)nnc1SCc1ccccn1
  -9, 1.1, -11, -8, 4, -7, -3, 1
- O=C(NCc1ccncc1)C(=O)NCC1OCCCN1S(=O)(=O)c1cc(F)ccc1F (stereo not given)
  -4, 1.2, -21, -5, 2, -5, 4, 0.96
- COC(=O)c1cc(Br)ccc1N(Cc1cc(OC)cc(OC)c1)S(C)(=O)=O
  1, 0.91, 9, 4, 1, -9, -12, 1.1
- COC(=O)c1ccc(Sc2ccccc2NS(=O)(=O)c2ccc(NC(C)=O)cc2)nc1
  3, 1, -1, 7, -15, 0, -3, 1
- CCCc1cc(C(=O)Cc2ccccn2)c(O)cc1O
  -2, 1, -4, -5, -7, 7, -12, 1.1
- Cc1oc(-c2ccccc2F)nc1CS(=O)CC(=O)NCc1cccs1 (stereo not given)
  1, 0.87, 13, 1, -10, -2, 12, 0.88
- COc1cc(OC)c(/C=C2\C(=O)Nc3ccccc32)c(OC)c1
  1, 0.94, 6, 6, 3, 9, 6, 0.94
- O=C(CCN1CCCCC1)N/N=C/c1ccc(Br)cc1
  2, 1.1, -12, 5, -1, 13, -3, 1
- Cc1c(CCOC(=O)c2ccc(N3CCOCC3)c([N+](=O)[O-])c2)sc[n+]1CC#N
  0, 0.91, 9, -7, 1, 18, 11, 0.89
- CCc1cccc(C)c1NC(=O)CN1CCN(S(=O)(=O)c2ccc(C(C)(C)C)cc2)CC1
  -1, 1, 0, 1, 2, 4, -1, 1
- CCOC(=O)c1ccccc1NC(=O)COC(=O)C1=COCCO1
  -6, 1.2, -19, -8, 4, -2, 0, 1
- O=Cc1c(NCc2cccc(F)c2)c2ccccc2[nH]c1=O
  -8, 1.3, -35, -8, 3, -15, 8, 0.92
- COc1ccc(-c2nnc(SCC(=O)c3ccc(O)cc3O)o2)cc1
  -3, 1, -2, -8, -1, 10, 8, 0.92
- Cc1sc(NC(=O)CSc2nnnn2C2CCCCC2)c(C#N)c1C
  -1, 0.91, 9, 2, -4, 14, 9, 0.91
- COC(=O)[C@H](Cc1ccccc1)NC(=O)N1CCCCC1
  -1, 1, -2, 1, -4, -1, -6, 1.1
- CCCCN(CCCC)CCNC(=O)c1cn(C)c2ccc(S(=O)(=O)N3CCCC3)cc2c1=O
  0, 1, 0, -2, -1, -6, 7, 0.93
- Cc1ccc(-n2ncc3c(N4CCN(c5ccc(F)cc5)CC4)ncnc32)c(C)c1
  -7, 0.97, 3, -9, -3, -2, -2, 1
- COc1cc2oc(=O)cc(-c3ccc(-c4ccc(O)cc4)cc3)c2c(OC)c1OC
  4, nt, nt, -2, -1, -6, -1, 1
- COc1cc(C=C2C(=O)OC(C)(C)OC2=O)ccc1OCC(=O)Nc1ccccc1
  -5, 1.2, -18, -8, 7, -9, -9, 1.1
- CCN(c1ccccc1)S(=O)(=O)c1ccc2c(c1)N(C(C)=O)CCS2
  -5, 0.83, 17, -1, 6, -10, -6, 1.1
- CCS(=O)(=O)N1CCN(C2CCC(C)CC2)CC1 (stereo not given)
  -3, 0.95, 5, -7, -7, 3, -1, 1

One compound at a time (already shown):
Profile of COC(=O)c1cc(Br)ccc1N(Cc1cc(OC)cc(OC)c1)S(C)(=O)=O : A3A deaminase = 1; hIAP act = 0.91; hIAP block = 9; HKDC1 inhibitor = 4; ATG4B inhibitor = 1; PfG6PD inh = -9; mIAP block = -12; mIAP act = 1.1
Profile of CCCCN(CCCC)CCNC(=O)c1cn(C)c2ccc(S(=O)(=O)N3CCCC3)cc2c1=O : A3A deaminase = 0; hIAP act = 1; hIAP block = 0; HKDC1 inhibitor = -2; ATG4B inhibitor = -1; PfG6PD inh = -6; mIAP block = 7; mIAP act = 0.93

Other records follow:
| Molecule | A3A deaminase | hIAP act | hIAP block | HKDC1 inhibitor | ATG4B inhibitor | PfG6PD inh | mIAP block | mIAP act |
| --- | --- | --- | --- | --- | --- | --- | --- | --- |
| OC(CNCCc1ccc(Cl)cc1Cl)COc1ccccc1 (stereo not given) | -3 | 0.83 | 17 | 0 | -4 | 19 | 6 | 0.94 |
| O=C(NCCCn1ccnc1)C(F)(F)C(F)(F)C(=O)NCCCn1ccnc1 | -4 | 1.2 | -19 | -3 | -7 | 2 | -5 | 1 |
| COc1ccc(C(CNC(=O)c2ccc(S(=O)(=O)N3CCOCC3)cc2)N2CCCCC2)cc1 (stereo not given) | -4 | 0.95 | 5 | -5 | -1 | -2 | 4 | 0.96 |
| CCCCOc1cccc(C(=O)NC(=S)Nc2cccc(C(F)(F)F)c2)c1 | -2 | 0.91 | 9 | -4 | 1 | 10 | 25 | 0.75 |
| COc1cc([C@H]2OC[C@H]3[C@@H]2CO[C@H]3c2ccc(O)c(OC)c2)ccc1O | -2 | 1 | -1 | -2 | -1 | -3 | -17 | 1.2 |
| O=C(CCN1C(=O)c2ccccc2S1(=O)=O)Nc1ccccc1F | -7 | 0.82 | 18 | -4 | -1 | -23 | 2 | 0.98 |
| CCc1ccc2[nH]c(=O)c(CN(Cc3ccccc3OC)Cc3nnnn3Cc3ccco3)cc2c1 | 4 | 1 | -2 | -2 | -12 | 17 | 11 | 0.89 |
| C[C@@H]1CN(C(=O)c2nc3ccc(Cl)cn3c2CN2CCc3sccc3C2)C[C@H](C)O1 | 0 | 0.9 | 10 | -8 | 12 | -6 | 7 | 0.93 |
| O=C(CCC(=O)N1CCOc2ccccc21)NCc1ccccn1 | 4 | 0.86 | 14 | -8 | -1 | 1 | -1 | 1 |
| Nc1c2c(nc3sc4c(c13)CCCC4)CCCCCC2 | -4 | 1.3 | -29 | -3 | 5 | 2 | -14 | 1.1 |
| CCN(CC)CCCN(C(=O)c1cccs1)c1nc(-c2ccc(OC)cc2)cs1 | 1 | 0.76 | 24 | -1 | -8 | 11 | 18 | 0.82 |
| COCc1nnc(NC(=O)C2CC(=O)N(c3ccc(C)c(Cl)c3)C2)s1 (stereo not given) | 2 | 0.98 | 2 | 0 | -8 | -6 | -5 | 1 |
| Cc1ccc(CCC(=O)Nc2ccc(CC(=O)O)cc2)o1 | -7 | 0.94 | 6 | -1 | -8 | 3 | -10 | 1.1 |
| CCCOc1ccc(C2NC(=O)NC(c3ccccc3)=C2C(C)=O)cc1OCC (stereo not given) | 1 | 1 | -2 | -2 | -9 | -1 | 5 | 0.95 |
| CC(C)OCCCN1CN(S(=O)(=O)c2ccccc2)c2nc3ccccc3nc21 | -6 | 0.94 | 6 | 6 | -20 | 6 | 6 | 0.94 |
| CCC(CC)c1nnc(NC(=O)CCN2C(=O)c3ccccc3C2=O)s1 | -1 | 1.1 | -14 | -1 | -3 | -1 | 5 | 0.95 |
| CCc1cccc(C)c1NC(=O)CSc1nc2ccc(N3C(=O)c4ccccc4C3=O)cc2s1 | -4 | 0.99 | 1 | -4 | 16 | -17 | 9 | 0.91 |
| COC(=O)[C@@H]1C[C@H]2CC[C@H](O)C[C@H]2N1Cc1ccccc1OC(=O)c1cccs1 | -2 | 1 | -1 | 2 | 4 | -1 | 6 | 0.94 |
| O=[N+]([O-])c1cc(Cl)ccc1Nc1ccccc1 | -3 | 0.79 | 21 | 1 | 2 | 10 | 10 | 0.9 |
| COC(=O)C1=NN(C(C)(C)CC(C)=O)C2C(=O)N(C3CCCCC3)C(=O)C12 (stereo not given) | 2 | 0.91 | 9 | 0 | -7 | 9 | 5 | 0.95 |
| CCN(C(=O)CSc1nnc(-c2ccc(F)cc2)n1C)C1CCS(=O)(=O)C1 (stereo not given) | 0 | 1.1 | -12 | -10 | 1 | 11 | 0 | 1 |
| N#C/C(=C\c1ccc(-c2ccccc2[N+](=O)[O-])o1)C(=O)N1CCOCC1 | 0 | 0.88 | 12 | 1 | -3 | -6 | 5 | 0.95 |
| CCN(C(=O)CSc1nc2nc(C)cc(C)n2n1)c1ccccc1 | -4 | 1.1 | -13 | -16 | -10 | 3 | 6 | 0.94 |
| COCCOC(=O)c1c(C)n(C)c2ccc(OC(=O)c3c(OC)cccc3OC)cc12 | 2 | 0.99 | 1 | -1 | 2 | 59* | 4 | 0.96 |
| CCOc1ccc(CN2CCC(n3nccc3NC(=O)C3CC3)CC2)cc1CO | -1 | 1.1 | -15 | 2 | -2 | 0 | -4 | 1 |
| COc1ccccc1NC(=O)C1=C(C)Nc2nnnn2C1c1ccncc1 (stereo not given) | 0 | 0.96 | 4 | 1 | 1 | -8 | 13 | 0.87 |
| O=C(OCCN1CCCCC1)c1cccc(F)c1 | 5 | 0.78 | 22 | 4 | 1 | -2 | -10 | 1.1 |
| O=C(Nc1nnc(SCc2cccnc2)s1)C1CC(=O)N(c2ccccc2)C1 (stereo not given) | -4 | 1.2 | -19 | -3 | 0 | -2 | 5 | 0.95 |
| CC(Sc1nc(-c2ccco2)nc2c1c(=O)n(C)c(=O)n2C)C(=O)O (stereo not given) | 3 | 1.1 | -7 | -6 | -2 | -6 | 3 | 0.97 |
| CC1CCN(C(=O)c2ccc3c(=O)n4c(nc3c2)CCCCC4)CC1 | 3 | 0.9 | 10 | 3 | 7 | -14 | -7 | 1.1 |
| O=C(CCc1nc2ccccc2c(=O)[nH]1)N1CCCc2ccccc21 | 2 | 1.3 | -26 | 6 | -5 | 2 | 1 | 0.99 |
| COC(=O)c1ccc(Oc2ccc3nnc(C)n3n2)cc1 | 3 | 1 | -2 | -8 | -7 | -20 | -1 | 1 |
| O=C(CSc1nccc(=O)[nH]1)Nc1cc(C(F)(F)F)ccc1N1CCOCC1 | -2 | 1.2 | -21 | -3 | 0 | -19 | -2 | 1 |
| NC(=O)C1CCN(C2CC(=O)N(Cc3cccs3)C2=O)CC1 (stereo not given) | -6 | 0.96 | 4 | 1 | 6 | -13 | 0 | 0.99 |

3 compounds from above, showing only hIAP block and PfG6PD inh.
molecule | hIAP block | PfG6PD inh
O=C(CSc1nccc(=O)[nH]1)Nc1cc(C(F)(F)F)ccc1N1CCOCC1 | -21 | -19
NC(=O)C1CCN(C2CC(=O)N(Cc3cccs3)C2=O)CC1 (stereo not given) | 4 | -13
COC(=O)c1ccc(Oc2ccc3nnc(C)n3n2)cc1 | -2 | -20
